hERG WT inh: qHTS for Inhibitors of KCHN2 3.1: Wildtype qHTS. Voltage-gated inwardly rectifying potassium channel KCNH2 (Homo sapiens), Q12809. U2OS, BacMam KCNH2, thallium flux FluxOr; active compounds read low. activity change, % at 1.84 µM. 340,000 tested, 0.37% active;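 active means maximum activity change below -70%; inconclusive means maximum activity change between -70% and -50%; inactive means maximum activity change above -50%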
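U2OS cells were transduced with wild-type KCNH2 virus (2.03 x 10^8 / mL) for 4 h at room temperature, then cultured overnight at 37 C. Thallium flux was read with FluxOr dye. Rate constants were normalized to DMSO controls.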
KCNH2 3.1 block: qHTS for Inhibitors of KCHN2 3.1: Mutant qHTS; Potassium voltage-gated channel subfamily H member 2, brain isoform KCNH2 3.1 (human); U2OS KCNH2 3.1, thallium flux FluxOr; active compounds read low; activity change, % (tested at about 1.8 µM); 340,000 tested, 0.95% active; AID 720553, 2013;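 active means maximum activity change below -70%; inconclusive means maximum activity change from -70% to -50%; inactive means maximum activity change above -50%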;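 further: thallium influx rate constant from kinetic fluorescence after stimulation buffer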
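Channel expression came from 3.1 mutant virus (1.77 x 10^8 /mL) applied to suspended U2OS cells for 4 h. Flux was tracked with FluxOr dye plus Red40 quencher, and kinetic rate constants normalized to controls.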
Eya2 phos inh: qHTS Assay for Inhibitors of the Phosphatase Activity of Eya2; Potency, µM (series often up to 76.9 µM), inactives show at the highest dose activity, negative = inhibition, most hits filed as inhibitors; Protein phosphatase EYA2 (Homo sapiens), O00167; 330,000 tested, 0.006% active; recombinant Eya2, OMFP fluorescence dephosphorylation (OMFP is methylfluorescein phosphate); further: potency means the concentration at half of the fitted maximal effect
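Eya2 protein (added as 0.2 uM solution) was preincubated with compound for 10 min at ambient temperature in 50 mM HEPES pH 7.5, 50 mM NaCl, 5 uM MgCl2, 0.05% BSA, 1 mM DTT. OMFP (added at 50 uM) then reacted 10 min; fluorescence read at 485/525 nm.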
USP2a inh: qHTS Assay for Inhibitors of Ubiquitin-specific Protease USP2a Using CHOP2 as the Reporter. Ubiquitin carboxyl-terminal hydrolase 2 (Homo sapiens), O75604. USP2 core, Ub-CHOP2 coupled fluorogenic reporter, 485/531. Potency, µM (titrated, usually from 38.3 µM), for the others: at the highest dose activity change, negative = inhibition, actives largely listed as inhibitors. 330,000 tested, 0.01% active;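 further: potency means the concentration at half of the fitted maximal effect; plate controls were DMSO wells for no effect and full inhibition by NEM control for full effect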
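Deubiquitinase activity read as fluorescence (485/531 nm) after Ub-CHOP2 cleavage activates the enterokinase reporter on its substrate; USP2 core 10nM, Ub-CHOP2 and substrate 25nM each, 30min compound preincubation then 60min RT; data normalized to NEM, curves fitted.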
Coupling enz: qHTS Assay for Inhibitors of Fructose-1,6-bisphosphate Aldolase from Giardia Lamblia: Coupling assay counterscreen. coupling enzyme system counterscreen, AmpLite Red fluorescence. activity change, negative = inhibition, % at 58.2 µM, hits read low. 290,000 tested, 0.67% active. AID 2472, 2010; in the data active means activity change below about -30%
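First, compound is pin-transferred into glyceraldehyde-3-phosphate coupling-enzyme reagent at 57.5 uM final and held 10 min at RT. Next, substrate, coupling system and AmpLite Red are added. After 20 min RT, fluorescence (525/598 nm) is read.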
Giardia killer: Small Molecules that selectively kill Giardia lamblia: qHTS. Giardia lamblia trophozoite viability. activity change, % at 7.66 µM, hits read low. 340,000 tested, 0.15% active. AID 540267, 2011; in the data active means activity change below about -80%; inconclusive means between about -30% and that limit;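 further: parasites exposed to compound for two days anaerobically before the ATP read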
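Giardia lamblia trophozoites (100 cells/well) were incubated with compounds for 48 h at 37 deg C under anaerobic conditions. Viability was read as ATP content by one-step luminescence after 15-30 min at room temperature.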
PKM2 activator: qHTS Assay for Activators of Human Muscle isoform 2 Pyruvate Kinase; Pyruvate kinase PKM (Homo sapiens), P14618; purified PKM2, Kinase-Glo ATP luminescence, activation; response scale: 0% is enzyme alone, no compound; Potency, µM (doses to about 57.5 µM), for the others: at the top dose activation, actives largely listed as activators; 260,000 tested, 0.34% active; AID 1631, 2009; further: potency means the concentration at half of the fitted maximal effect; nearly all actives have a fitted effect of over 55% in size
Target sequence (P14618 whole entry, looked up, canonical isoform): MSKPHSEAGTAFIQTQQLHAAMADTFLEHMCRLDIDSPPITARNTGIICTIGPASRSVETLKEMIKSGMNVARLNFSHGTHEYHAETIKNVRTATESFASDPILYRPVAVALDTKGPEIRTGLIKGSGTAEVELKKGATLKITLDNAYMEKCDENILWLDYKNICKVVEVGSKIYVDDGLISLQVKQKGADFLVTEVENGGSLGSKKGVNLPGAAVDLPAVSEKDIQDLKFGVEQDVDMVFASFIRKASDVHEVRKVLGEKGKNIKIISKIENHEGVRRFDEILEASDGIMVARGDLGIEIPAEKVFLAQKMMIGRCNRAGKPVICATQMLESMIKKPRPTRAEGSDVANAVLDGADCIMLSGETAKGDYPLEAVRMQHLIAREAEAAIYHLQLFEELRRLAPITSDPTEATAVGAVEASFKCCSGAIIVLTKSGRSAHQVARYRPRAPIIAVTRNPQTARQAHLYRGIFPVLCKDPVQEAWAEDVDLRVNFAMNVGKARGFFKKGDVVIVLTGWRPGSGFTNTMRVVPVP
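Kinase-Glo luminescence reports ATP generated from ADP (0.1 mM) and PEP (0.5 mM) by purified hPK-M2 after 1 h at room temperature, pH 7.2 imidazole buffer; intermediate enzyme activity allows detecting inhibitors and activators.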
GALK inh: qHTS Assay for Inhibitors of Human Galactokinase (GALK); AID 1868, 2009; 270,000 tested, 0.007% active; Potency, µM (highest dose often 57.5 µM), inactives show at the top dose activity change, negative = inhibition, most hits filed as inhibitors; P51570; Purified GALK, Kinase-Glo residual ATP luminescence; further: potency means the concentration at half of the fitted maximal effect
Target sequence (P51570 whole entry, looked up): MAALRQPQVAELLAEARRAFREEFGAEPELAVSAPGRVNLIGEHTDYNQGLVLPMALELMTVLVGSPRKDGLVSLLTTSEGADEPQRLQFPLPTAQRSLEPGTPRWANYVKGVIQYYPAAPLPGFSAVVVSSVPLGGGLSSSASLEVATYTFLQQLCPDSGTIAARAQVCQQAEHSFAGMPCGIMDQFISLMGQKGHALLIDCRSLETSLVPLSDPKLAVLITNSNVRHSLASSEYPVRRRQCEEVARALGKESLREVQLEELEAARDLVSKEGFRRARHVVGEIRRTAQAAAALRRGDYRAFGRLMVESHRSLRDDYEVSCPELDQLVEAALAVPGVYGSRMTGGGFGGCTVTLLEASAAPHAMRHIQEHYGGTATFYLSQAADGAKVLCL
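GALK at 5 nM final was combined with compound, 35 uM ATP and 100 uM galactose in HEPES pH8.0 with MgCl2 and DTT. The reaction ran one hour at room temperature before luminescent ATP detection.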
B2AR arrestin: qHTS assay of beta-arrestin-biased ligands of beta2-adrenergic receptor | Beta-2 adrenergic receptor (Homo sapiens), P07550 | beta-arrestin recruitment to beta2AR, cell-based reporter | Potency, µM (titrated, usually from 46.1 µM), without a hit: at the top dose activation, usual class: activators | 330,000 tested, 0.02% active;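 further: potency means the concentration at half of the fitted maximal effect; 0% = DMSO controls and full agonism = EC100 isoproterenol or metaproterenol; nearly all actives have a fitted effect of over 65% in size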
Chronic BCR inh: qHTS Assay to Find Inhibitors of Chronic Active B-Cell Receptor Signaling. ABC-DLBCL IkBa-CBG/CBR reporter, luminescence ratio, 4 h. Potency, µM (series often up to 46.1 µM), inactives show top-dose ratio change, negative = lower green/red ratio, hits mostly inhibitors. 340,000 tested, 0.05% active. AID 493014, 2011; active means well fitted inhibition curve with a large enough effect in the signal ratio, with a control signal flat, not every such curve was filed as active; inconclusive means small, poorly fitted or top-dose-only effect, or effect the other way, or a change in a side signal; the % refers to the signal ratio;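 further: potency means the concentration at half of the fitted maximal effect; plate controls were basal doxycycline-induced cells for no effect and cells given 10 µM MG132 for full effect; MG132 reads +100%, hits lower the ratio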
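TMD8 human ABC-DLBCL cells with doxycycline-inducible IκBα–green luciferase fusion and unfused red luciferase, in 0.5% FBS medium; compounds up to 46 uM, 4 h at 37C. Green/red luminescence ratio, filter-overlap corrected, fitted to concentration-response curves.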
uPA surface inh: qHTS for Inhibitors of Cell Surface uPA Generation. cell surface uPA generation assay, qHTS. Potency, µM (doses to about 38.3 µM), for inactives: at the top dose activity change, negative = inhibition, most hits filed as inhibitors. 330,000 tested, 0.31% active. AID 540303, 2011; active means well fitted inhibition curve with a large enough effect; inconclusive means small, poorly fitted or top-dose-only effect; inactive means no such curve, though single readings can be large or run the other way; tested in mouse RAW 264.7 cells; further: potency means the concentration at half of the fitted maximal effect; nearly all actives have a fitted effect of over 55% in size
Numbers without * were called inactive; ? = inconclusive; . = not tested or not shown; [ ] = another dose, or the depositor's remark. Unless noted, the call rests on the fitted dose curve; in most records, active means well fitted curve in the direction sought with a large enough effect; inconclusive means small, poorly fitted or top-dose-only effect, or another doubt; inactive means no such curve, though single readings can be large; an effect the other way counts as inactive or inconclusive. Unless noted, on the % scale 0 is the no-effect control and ±100 the full control effect.

Screens in order: hERG WT inh	KCNH2 3.1 block	Eya2 phos inh	USP2a inh	Coupling enz	Giardia killer	PKM2 activator	GALK inh	B2AR arrestin	Chronic BCR inh	uPA surface inh
> Cc1ccc(OCC(=O)Nc2ccc3c(c2)C(=O)N(CCC(=O)O)C3=O)cc1
    -4	2	-2%	-3%	.	?	1%	6%	-0.4%	4%	?
> c1ccc(CN2CCCC3(CCCN(Cc4nc(COc5ccccc5)no4)C3)C2)cc1 (stereo unspecified)
    25	6	14%	1%	0	14	-7%	4%	-1.1%	18%	10%
> COc1ccc(Cl)cc1C(=O)NNC(=S)NC1CCCCC1
    0	5	?	0%	0	10	0%	0%	0.7%	1%	-2%
> CCNc1nc(NC(C)C)nc(NS(=O)(=O)c2ccc(Cl)cc2)n1
    3	-9	4%	0%	-24	12	-2%	0%	-0.2%	-2%	-5%
> Cc1coc(C)c1C(=O)CC1(O)C(=O)N(CCc2ccccc2)c2ccccc21 (stereo unspecified)
    0	18	-23%	2%	2	-4	19%	0%	1.1%	?	-8%
> O=C(CCC(=O)N1CCN(S(=O)(=O)c2ccc3ccccc3c2)CC1)Nc1cc(Cl)cc(Cl)c1
    6	1	3%	-5%	-3	-21	8%	2%	-0.1%	-1%	?
> NC(=S)Nc1cnc2ccccc2c1
    -9	4	-23%	-1%	0	4	-6%	0%	-0.9%	?	-3%
> COc1ccc(CCNC(=O)c2cc(C(=O)c3cc(Cl)ccc3O)cn(CCc3ccc(OC)cc3)c2=O)cc1
    1	-12	-16%	3%	-4	-11	-4%	-2%	-1.7%	1%	1%
> CCN(CC)S(=O)(=O)c1ccc2c(c1)c(=O)c(C(=O)NCCOC)cn2C
    28	-3	5%	3%	-5	9	-2%	3%	0.0%	-1%	-5%
> O=S(=O)(c1ccc(Br)cc1)N1CCCc2ccccc21
    5	3	-16%	2%	-11	-6	1%[11.5 µM]	-8%	-0.3%	4%	0%
> Cc1cc(OCCCn2ccnc2)ccc1[N+](=O)[O-]
    11	29	-4%	1%	1	-28	1%[11.5 µM]	8%	-0.3%	-3%	2%
> C/C(=N\Nc1ccc(C)c(Cl)c1)c1cccnc1
    -15	-7	3%	3%	-15	-4	.	2%	-0.2%	4%	-3%
> c1ccc2c(c1)nnn2Cc1nnc2sc(-c3ccc4c(c3)OCCO4)nn12
    3	0	14%	-2%	1	-9	4%	-2%	-0.2%	8%	2%
> O=C(Cn1nnc(N2CCCC2)n1)N/N=C/c1ccc(Cl)cc1
    -1	8	-20%	-1%	-1	-19	-1%	0%	0.2%	10%	15%
> c1ccc(CNc2nc(N3CCN(Cc4ccccc4)CC3)nc3ccccc23)cc1
    -42	-104*	-9%	-3%	-1	0	6%	3%	0.3%	?	-17%

More structures follow:
Screens in order: hERG WT inh	KCNH2 3.1 block	Eya2 phos inh	USP2a inh	Coupling enz	Giardia killer	PKM2 activator	GALK inh	B2AR arrestin	Chronic BCR inh	uPA surface inh
> Cc1ccc(NC(=O)C2CCC(CNC(=O)[C@@H]3Cc4ccccc4CN3)CC2)c(C)c1 (stereo partly specified)
    21	9	0%	2%	.	19	.	4%	-0.2%	?	4%
> COc1ccc(CNC(=O)CSc2ncnc3nc[nH]c23)cc1
    -19	9	-5%	0%	-1	17	-4%	4%	-0.3%	?	1%
> COCCn1c(COc2ccc(Cl)cc2)nnc1SCC(N)=O
    -9	14	-16%	1%	0	12	1%	-3%	-1.0%	0%	4%
> Cc1cc(C(=O)NC(C)C2CCCO2)no1 (stereo unspecified)
    -2	-2	0%	5%	6	3	-2%	-1%	-0.2%	-2%	-3%
> O=C(N/N=C(\c1ccccc1)c1cccnc1)c1cccc(F)c1
    5	-7	-6%	1%	-4	-14	9%	-2%	-1.0%	?	3%
> Cn1c(=O)c2cn(Cc3ccc(Cl)cc3)cc2n(C)c1=O
    -6	6	-8%	4%	-4	14	5%	0%	-0.4%	5%	-12%
> COc1ccc2c(c1)c(=O)c(C(=O)O)c(-c1ccc3c(c1)OCO3)n2C
    1	7	5%	1%	7	13	-5%	.	-0.7%	4%	1%
> O=C(N/N=C/c1ccc(O)cc1)c1[nH]c2ccc(Br)cc2c1-c1ccccc1
    1	19	-2%	3%	-1	-6	-3%	.	-0.6%	?	?
> CC(C)(C)CC(=O)Nc1cc2c3c(c1)CC(=O)N3CCC2
    -3	6	-3%	-1%	1	-9	.	2%	-0.1%	-8%	11%
> CCOc1ccc(OCC)c(NC(=O)CN2CCN(c3cccc(C)c3)CC2)c1
    -4	-33	3%	1%	-9	1	4%	-1%	-0.3%	-1%	-2%
> COc1cc(/C=C2\C(=N)N3N=C(S(C)(=O)=O)SC3=NC2=O)cc(OC)c1OCCOc1ccc(C)cc1
    2	30	-17%	-5%	6	-1	.	-14%	0.3%	0%	9%
> CCCn1c2ccccc2c2cnn(CC(=O)NCCCN3CCCC(C)C3)c(=O)c21 (stereo unspecified)
    13	-6	0%	-1%	.	-10	.	-4%	0.5%	?	-7%
> CCc1ccc(OCC(=O)NC(C)(C)C)cc1
    -10	4	3%	1%	2	12	0%	0%	-1.2%	?	8%
> Cn1c(N)c(S(=O)(=O)N2CCN(c3ccccc3Cl)CC2)c(=O)n(C)c1=O
    7	6	-10%	3%	-3	3	4%	0%	-0.1%	-1%	12%
> COCc1cc(=O)[nH]c2cc(NC(=O)C3CC3)c(C)cc12
    -8	-5	-14%	0%	2	13	1%	1%	-0.1%	5%	1%

Further compounds
Screens in order: hERG WT inh	KCNH2 3.1 block	Eya2 phos inh	USP2a inh	Coupling enz	Giardia killer	PKM2 activator	GALK inh	B2AR arrestin	Chronic BCR inh	uPA surface inh
> CC(=O)c1c(C)[nH]c(C(=O)COc2cc(C)cc(C)c2)c1C
    -2	3	26%	0%	-3	-14	0%	-1%	0.1%	2%	.
> CC(C)(C)Nc1nc(C(N)=O)nc(N2CCOCC2)n1
    2	15	0%	1%	1	-10	8%	2%	-0.4%	?	-10%
> COc1cc(/C=N/NC(=O)COc2ccc(C)cc2)ccc1OC(=O)c1cccs1
    -6	-15	-8%	1%	-4	7	-8%	1%	-0.7%	-4%	-5%
> O=C(/C=C/c1cccc([N+](=O)[O-])c1)Nn1c(-c2ccccc2F)nc2ccccc2c1=O
    -1	14	-14%	-3%	2	-22	-4%	0%	0.8%	?	-2%
> CCN=C1SC(C(=O)Nc2ccc(Cl)c(Cl)c2)CC(=O)N1CC (stereo unspecified)
    -1	-2	3%	3%	1	-6	-10%	-3%	0.1%	3%	-1%
> COc1ccc(CNC(=O)COC(=O)c2ccccn2)cc1
    -9	3	2%	3%	1	-6	0%	9%	0.1%	-2%	-2%
> COc1cccc(N(C(=O)Cn2nnc3ccccc32)C(C(=O)NCc2ccco2)c2cccnc2)c1 (stereo unspecified)
    11	-4	-2%	-2%	-2	1	9%	-2%	0.4%	-1%	4%
> CCc1ccc(OCC(=O)Nc2ccc(S(=O)(=O)N3CCCC3)cc2)c(Br)c1
    5	-35	7%	-1%	-3	4	-1%	-3%	0.1%	?	.
> Cc1nn(-c2ccccc2)nc1C(=O)OCC(=O)N1CCCCC1C (stereo unspecified)
    16	-1	-43%	1%	.	-12	.	.	-0.1%	-3%	-1%
> COCCNC(=O)c1c(N)n(-c2ccccc2)c2nc3ccccc3nc12
    12	-1	-5%	3%	-6	-5	0%	0%	5.6%	4%	12%

Exported as tab-separated lines: part of the list above.
canonical_smiles	hERG WT inh	KCNH2 3.1 block	Eya2 phos inh	USP2a inh	Coupling enz	Giardia killer	PKM2 activator	GALK inh	B2AR arrestin	Chronic BCR inh	uPA surface inh
O=C(/C=C/c1cccc([N+](=O)[O-])c1)Nn1c(-c2ccccc2F)nc2ccccc2c1=O	-1	14	-14%	-3%	2	-22	-4%	0%	0.8%	?	-2%
CCN=C1SC(C(=O)Nc2ccc(Cl)c(Cl)c2)CC(=O)N1CC (stereo unspecified)	-1	-2	3%	3%	1	-6	-10%	-3%	0.1%	3%	-1%
COc1ccc(CNC(=O)COC(=O)c2ccccn2)cc1	-9	3	2%	3%	1	-6	0%	9%	0.1%	-2%	-2%
